CHT PAM: human CHT allosteric activation. Q9GZV3. CHT-expressing cells, membrane potential dye, choline EC20; active compounds read high; LV-AA mutant CHT in HEK293 cells. B-score at 10 µM. actives 0.49% (n = 310,000). AID 488977;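 active = initial fluorescence not abnormally high and integrated response B-score, plate-corrected, over 3 SD above library mean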
Target sequence (Q9GZV3 whole entry, looked up): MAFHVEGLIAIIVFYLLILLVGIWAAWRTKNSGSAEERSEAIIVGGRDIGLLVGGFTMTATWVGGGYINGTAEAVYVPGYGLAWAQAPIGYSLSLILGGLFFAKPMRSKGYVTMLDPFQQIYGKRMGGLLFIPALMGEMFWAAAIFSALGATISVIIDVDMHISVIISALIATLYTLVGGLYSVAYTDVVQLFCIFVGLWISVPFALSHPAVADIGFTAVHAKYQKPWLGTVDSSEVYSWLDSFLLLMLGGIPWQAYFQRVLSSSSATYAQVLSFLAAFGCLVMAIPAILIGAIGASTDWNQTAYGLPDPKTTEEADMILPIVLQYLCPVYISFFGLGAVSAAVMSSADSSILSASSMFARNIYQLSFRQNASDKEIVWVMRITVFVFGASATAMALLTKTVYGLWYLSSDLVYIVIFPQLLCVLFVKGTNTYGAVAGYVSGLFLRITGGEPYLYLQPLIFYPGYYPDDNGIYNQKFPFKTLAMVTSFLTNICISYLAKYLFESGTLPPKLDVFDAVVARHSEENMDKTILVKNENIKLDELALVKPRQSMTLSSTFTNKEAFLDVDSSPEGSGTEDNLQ
CHT inh: inhibitors of human choline transporter CHT; actives 0.86% (n = 310,000); CHT-expressing cells, membrane potential dye, choline response; active compounds read low; B-score at 10 µM; Q9GZV3;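 active = B-score over 3 SD under the library average, and starting fluorescence ratio not unusually high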;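 note: choline stimulus applied at its EC90 after an EC20 pre-addition; B-score computed on integrated fluorescence ratio after choline addition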
* marks the source's active call; other numbers are inactive results; i = inactive.

Values run as follows: CHT inh | CHT PAM
1. COCCCC1CCN(C(=O)C2CCC(=O)N(C3CCCC3)C2)CC1 (stereo not given)
  i | i
2. COC(=O)c1cccc(COC(=O)c2ccccc2NC(=O)c2ccco2)c1
  i | i
3. COC(=O)c1c(NC(=O)Cc2ccccc2)sc(C)c1C
  i | i
4. CC(C)CNC(=O)c1ccc2c(c1)C(=O)N(Cc1ccco1)C2=O
  i | i
5. C[C@H]1CNC(=O)C(=O)N1C[C@H](Cc1ccc(O)cc1)NC(=O)CC12CC3CC(CC(C3)C1)C2
  i | i
6. CC(=O)N1CCN(c2ccc(C(N)=O)cc2[N+](=O)[O-])CC1
  i | i
7. COc1ccc(/C=N/N2CCN(C)CC2)cc1OC
  i | i
8. S=C(NCc1ccccc1)N/N=C/c1cccs1
  i | i
9. Cc1onc(-c2ccccc2)c1C(=O)N/N=C(\N)COc1ccc(Cl)cc1
  i | i
10. Cc1cc(=O)n2[nH]c(N)c(N=Nc3ccccc3)c2n1
  i | i
11. COc1ccc(S(=O)(=O)c2ccc(OCC3CO3)cc2)cc1 (stereo not given)
  i | i
12. COC(=O)c1c(NC(=O)/C=C/C(=O)O)sc(C)c1-c1ccc(C)cc1
  i | i
13. O=C(CCNS(=O)(=O)c1ccccc1)OCC(=O)c1ccc(Cl)cc1
  i | i
14. COCC(C)n1c(C)cc(C(=O)COC(=O)CN=C2NS(=O)(=O)c3ccccc32)c1C (stereo not given)
  i | i
15. Cc1cc([N+](=O)[O-])nn1CC(=O)Nc1cccc2nonc12
  i | i
16. CC(C)c1ccccc1NC(=S)NC1CCN(Cc2ccccc2)CC1
  i | i
17. COCCn1c(SCC#N)nnc1-c1ccc([N+](=O)[O-])cc1
  i | i
18. O=C(CSc1nnc(CNc2ccc(F)cc2)n1CC1CCCO1)Nc1ccccc1 (stereo not given)
  i | i
19. CCOc1ccc(C(CC(=O)O)NC(=O)c2cccs2)cc1 (stereo not given)
  i | i
20. C=CCn1c(=O)/c(=C/c2cc(OC)c(OC)c(OC)c2)s/c1=C(/C#N)c1nc2ccccc2n1C
  i | i
21. O=C(NC1CCCCC1)c1ccc(COc2ccccc2)o1
  i | i
22. O=C(COc1ccc(-c2nnc(N3CCCCC3)c3ccccc23)cc1)N1CCCCC1
  i | i
23. O=C(COC(=O)/C=C/c1ccc(Cl)cc1)NCCc1ccccc1
  i | i
24. COc1cc2nc(CN(C)Cc3ccc(SC)cc3)[nH]c(=O)c2cc1OC
  i | i
25. CC[n+]1c(C)sc2cc(C)ccc21
  i | i
26. Cc1ccc(C(C)C)c(OCC(=O)NN=C(CCl)CCl)c1
  i | i
27. CCN(C(=O)COC(=O)CSc1ccc(C(N)=O)cc1[N+](=O)[O-])C1CCCCC1
  i | i
28. CN(Cc1cccc(Cl)c1Cl)CC(O)COc1ccccc1 (stereo not given)
  i | i
29. COc1ccc(CNC(=O)C2CC(c3ccc(OC)cc3)=NO2)cc1 (stereo not given)
  i | i
30. COc1ccc(C2C(C(=O)c3cccs3)=C(O)C(=O)N2c2nnc(C)s2)cc1OC (stereo not given)
  i | i
31. O=C(Nc1nncs1)C12CC3CC(CC(C3)C1)C2
  i | i
32. CCCCNc1cc(C)oc(=O)c1C(C)=O
  i | i
33. Cc1nn(C(=O)CCC(=O)NCc2cccc(F)c2)c2ccccc12
  i | i
34. Cc1cc(NC(=O)c2cnn3c(C(F)(F)F)cc(-c4ccccc4)nc23)no1
  i | i
35. O=C(O)C1CC(c2ccccc2F)=NO1 (stereo not given)
  i | i
36. CC(C)(C)c1[nH]c2ccccc2c1/C=N/O
  i | i
37. Cc1cccc(C)c1NC(=O)CN(C1CCCCC1)S(C)(=O)=O
  i | i
38. Cc1ccc(C(C)C)cc1OCC(=O)NC1CCCCCCC1
  i | i
39. COc1ccc(C(O)P(=O)(OC2CCCCC2)c2ccc(N(C)C)cc2)cc1OC (stereo not given)
  i | i
40. CCCN(CCC)S(=O)(=O)c1ccc(C(=O)N2CCN(C)CC2)cc1
  i | i
41. O=S(=O)(c1ccc(OC(F)(F)F)cc1)N1CCCC(N2CCOCC2)C1 (stereo not given)
  i | i
42. COc1ccccc1C(=O)CC(=O)c1ccccc1
  i | i
43. CC(C)=CCc1c(O)cc(O)c2c1OC(c1ccc(O)cc1)CC2=O (stereo not given)
  i | i
44. Cc1ccc(OCc2ccc(C(=O)NN)o2)c([N+](=O)[O-])c1
  i | i
45. Cc1ccc(S(=O)(=O)N2CCOCC2)cc1NC(=O)COC(=O)c1ccc2c(c1)OCCO2
  i | i
46. O=C(CCNC(=O)c1ccc(Br)o1)NC1CCCC1
  i | i
47. O=C(CN1C(=O)CSC1=O)NC1CCCCC1
  i | i
48. CCC1=Nc2cc(C(=O)NCc3ccco3)ccc2Sc2ccc(Cl)cc21
  i | i
49. O=C(CNC(=O)c1cccc(Br)c1)N/N=C/c1ccc[nH]1
  i | i
50. Cc1[nH]c(=O)c(C(=O)/C=C/c2ccccc2)c2c1CCCC2
  i | i
51. COc1cc(/C=N/N2C(=O)C3C4c5ccccc5C(c5ccccc54)C3C2=O)ccc1O (stereo not given)
  i | i
52. Cc1ccc2nc(N3CCN(Cc4ccc(F)cc4)C3=O)c(C)cc2c1
  i | i
53. O=C(CSc1nnnn1C1CCCC1)Nc1ccc(F)cc1
  i | i
54. CC(C)(C)c1ccc(C(=O)CCCSC2=C(C#N)C(c3ccco3)C3=C(CCCC3=O)N2)cc1 (stereo not given)
  i | i
55. COc1ccccc1CNC(=O)CN1C(=O)CSc2ccc(S(=O)(=O)N3CCCC3)cc21
  i | i
56. O=C(c1cc(=O)[nH]c2ccccc12)N1CCN(c2cccc(C(F)(F)F)c2)CC1
  i | i
57. COC(=O)c1sccc1NC(=O)C1CC1
  i | i
58. CCC(C)NC(=O)c1n[nH]c(=O)c2ccccc12 (stereo not given)
  i | i
59. COc1ccc(-n2c(N)cc(=O)[nH]c2=O)cc1
  i | i
60. Cc1cc2cc(CNC(=O)c3ccc(C)c([N+](=O)[O-])c3)ccc2[nH]1
  i | i

Continuation:
Values run as follows: CHT inh | CHT PAM
61. Cc1cccc(C)c1OC(=O)C(c1ccccc1)c1ccccc1
  i | i
62. C=CCN1C(=O)C(Cc2ccc(OC)cc2)S/C1=N\N=C\c1cccs1 (stereo not given)
  i | i
63. O=C(Cc1ccccc1)N/N=C/c1ccc(-c2ccc([N+](=O)[O-])cc2)o1
  i | i
64. COC(=O)c1ccc(Oc2nc(N3CCCCC3)nc(N3CCOCC3)n2)cc1
  i | i
65. CCOC(=O)C1=C(C)N(CCCC(=O)O)C(=O)NC1c1ccccc1 (stereo not given)
  i | i
66. O=C(O)C1CCC(=O)N1Cc1ccccc1Cl (stereo not given)
  i | i
67. CC(C)(C)SCCNC(=O)CSCc1ccc([N+](=O)[O-])cc1
  i | i
68. COc1cc(C(=O)Nc2ccc(-c3nnc(-c4ccco4)o3)cc2)cc(OC)c1OC
  i | i
69. Cc1nnc(NC(=O)CC(NC(=O)C(F)(F)F)c2ccccc2)s1 (stereo not given)
  i | i
70. O=C(Cn1cnc([N+](=O)[O-])n1)c1ccccc1
  i | i
71. COc1ccc(NC(=S)NC(NC(=O)c2ccccc2Cl)C(Cl)(Cl)Cl)c([N+](=O)[O-])c1 (stereo not given)
  i | i
72. CCOc1ccc(CNC(=O)c2ccc(Sc3ccc(C)cc3)c(NC(C)=O)c2)cc1OC
  i | i
73. CCCC(=O)NC(c1ccc(N(C)C)cc1)c1c(O)ccc2ccccc12 (stereo not given)
  i | i
74. O=C(/C=C/c1ccc2c(c1)OCO2)N1CCOCC1
  i | i
75. Cc1ccc(CC(=O)N2CCN(c3ccc([N+](=O)[O-])cc3)CC2)cc1
  i | i
76. CCOCc1c(C(=O)NC2CCCCCC2)oc2ccccc12
  i | i
77. CCOC(=O)CN(C#N)c1nc(N(C)C)nc(N(C)C)n1
  i | i
78. O=C(Cn1nnc2c(cnn2-c2ccc(F)cc2)c1=O)c1ccccc1F
  i | i
79. CCN1CCN(C(=O)c2cc3cc([N+](=O)[O-])ccc3oc2=O)CC1
  i | i
80. N#C/C(=C/c1ccccc1OCc1ccc(F)cc1)c1ccc(C(=O)O)cc1
  i | i
81. CCS(=O)(=O)CCn1c([N+](=O)[O-])cnc1C
  i | i
82. COc1ccc(C(=O)NNC(=O)COc2ccc(Cl)cc2)c(OC)c1
  i | i
83. COc1cc(O)c2c(=O)cc(-c3ccccc3)oc2c1
  i | i
84. CCn1cc(C2N3CC4(C)CN2CC(C)(C3)C4=O)c2ccccc21 (stereo not given)
  i | i
85. COC(=O)c1coc(-c2ccc(C)cc2)c1C(=O)OC
  i | i
86. COc1ccc(NC(=O)CN(Cc2ccccc2)S(C)(=O)=O)cc1OC
  i | i
87. NS(=O)(=O)c1ccc(O)c(NC(=O)c2ccc([N+](=O)[O-])o2)c1
  i | i
88. CCOc1ccc(-c2noc(=O)[nH]2)cc1
  i | i
89. O=C(N/C=C/c1ccccc1)Nc1ccc(Cl)cc1
  i | i
90. COc1ccccc1N1CCN(C(=O)c2c(-c3c(Cl)cccc3Cl)noc2C)CC1
  i | i
91. O=C(CCN1C(=O)c2ccccc2C1=O)Nc1sc2c(c1C(=O)NCc1ccco1)CCCC2
  i | i
92. Fc1ccc(CNCc2ccccc2Cl)cc1
  i | i
93. CC1=C(/C=C/C(C)=C/C=C/C(C)=C/C=C/C=C(C)/C=C/C=C(C)/C=C/C2=C(C)CCCC2(C)C)C(C)(C)CCC1
  i | i
94. O=C1NC2(CCCCC2)Oc2ccccc21
  i | i
95. NCCCC[C@H]1CNC(=O)C(=O)N1CCC12CC3CC(CC(C3)C1)C2
  i | i
96. O=[N+]([O-])c1cccc(OCCN2CCC(Cc3ccccc3)CC2)c1
  i | i
97. Cc1sc2nc(COC(=O)C(NC(=O)c3ccc(Cl)cc3Cl)C(C)C)[nH]c(=O)c2c1C (stereo not given)
  i | i
98. O=C(NS(=O)(=O)c1ccc(Cl)s1)c1ccccc1
  i | i
99. CCCC1(C(=O)OC)NC(c2ccc(OC)c(OC)c2)C2C(=O)N(c3ccc4c(c3)OCO4)C(=O)C21 (stereo not given)
  i | i
100. CCc1ccc(NS(=O)(=O)c2c(C)nc3sc(CC)nn3c2=O)cc1
  i | i
101. Cc1ccccc1CSc1nc(-c2ccccc2)cc(=O)[nH]1
  i | i
102. CCn1c(COc2ccccc2C)nnc1SCC(=O)CC(=O)Nc1ccccc1OC
  i | i
103. COc1ccc(S(=O)(=O)n2oc(=O)cc2-c2ccccc2)cc1
  i | i
104. CCC(C)N(C(=O)CSc1nc(-c2ccccc2)cs1)C1CCS(=O)(=O)C1 (stereo not given)
  i | i
105. CCNC(=S)Nc1ccc2c(c1)oc1ccccc12
  i | i
106. Cc1ccc(NC(=O)CN2CCC(NC(=O)c3ccccc3F)CC2)cc1C
  i | i
107. CCOCCCN(C)C1CCN(C(=O)c2oc3ccccc3c2NC(=O)Cc2cccc([N+](=O)[O-])c2)CC1
  i | i
108. CC1=C(C(N)=O)C(c2cccs2)n2ncnc2N1 (stereo not given)
  i | i
109. O=C(Nc1ccccn1)C1CCN(S(=O)(=O)c2ccc3c(c2)OCCCO3)CC1
  i | i
110. CS/C(=N\N(C)C(N)=O)c1ccccc1
  i | i
111. Fc1ccc(N2CCN(Cc3cn[nH]c3-c3ccccc3)CC2)cc1
  i | i
112. Cc1nn(C)c(C)c1S(=O)(=O)N1CCCC(C(=O)NC2CCCCC2)C1 (stereo not given)
  i | i
113. CCC1Nc2ncnc(N3CCCCC3)c2N(Cc2ccccc2)C1=O (stereo not given)
  i | i
114. OCCC1CN(Cc2cnc(N3CCCC3)s2)CCN1Cc1ccccc1 (stereo not given)
  i | i
115. Cc1cc(Cl)cc(Cl)c1OCCOc1cccc2cccnc12
  i | i
116. O=C(CN(Cc1ccco1)C(=O)CNS(=O)(=O)c1ccccc1)NCc1ccc(F)cc1
  i | i
117. CSc1nsc2nc(=O)c(/C=C3\C=Nc4ccccc43)c(N)n12
  i | i
118. Cc1ccc(Nc2nc(N)nc(-c3oc4ccccc4c3C)n2)cc1
  i | i
119. CC(C)c1ccccc1OCCCCCN1CCOCC1
  i | i
120. CC(C)(CC(=O)O)CC(=O)Nc1ccccc1Oc1ccccc1
  i | i

Structures listed so far that have a cyano group:
Values run as follows: CHT inh | CHT PAM
17. COCCn1c(SCC#N)nnc1-c1ccc([N+](=O)[O-])cc1
  i | i
20. C=CCn1c(=O)/c(=C/c2cc(OC)c(OC)c(OC)c2)s/c1=C(/C#N)c1nc2ccccc2n1C
  i | i
54. CC(C)(C)c1ccc(C(=O)CCCSC2=C(C#N)C(c3ccco3)C3=C(CCCC3=O)N2)cc1 (stereo not given)
  i | i
77. CCOC(=O)CN(C#N)c1nc(N(C)C)nc(N(C)C)n1
  i | i
80. N#C/C(=C/c1ccccc1OCc1ccc(F)cc1)c1ccc(C(=O)O)cc1
  i | i

The list continues:
Values run as follows: CHT inh | CHT PAM
121. COc1ccccc1CNCC(=O)NCc1ccc(C)cc1
  i | i
122. Cc1sc(NC(=O)C2C3CCC(O3)C2C(=O)O)c(C(=O)OC(C)C)c1-c1ccc(Cl)cc1 (stereo not given)
  i | i
123. COc1ccccc1N(CC(=O)NC(C)(C)C)C(=O)Cn1nnc(-c2ccc(C)o2)n1
  i | i
124. CCOc1ccc(NC(=O)C2CCCN(c3nn4c(=O)cc(C)nc4s3)C2)cc1 (stereo not given)
  i | i
125. Cn1c(=O)n(CCOc2ccccc2Cl)c2ccccc21
  i | i
126. CCOC(=O)C1=C(C)N(C)C(=O)NC1c1ccccc1OC (stereo not given)
  i | i
127. CCSc1nc(N)c2c3c(sc2n1)CN(C)CC3
  i | 6.3*
128. CSc1nc(C)cc(SC(C(C)=O)C(=O)Nc2ccccc2)n1 (stereo not given)
  i | i
129. [O-][n+]1ccc(C2CC2)cc1
  i | i
130. CC1CCN(S(=O)(=O)c2ccc(C(=O)NNC(=O)C3CC3)cc2)CC1
  i | i

Some of the entries so far, with one line to a screen:
48: CCC1=Nc2cc(C(=O)NCc3ccco3)ccc2Sc2ccc(Cl)cc21
49: O=C(CNC(=O)c1cccc(Br)c1)N/N=C/c1ccc[nH]1
screen / no. | 48 | 49
CHT inh | i | i
CHT PAM | i | i
